Hsp70 activator: Hsp70 transcriptional activation, primary screen. activation, % at 10 µM. AID 1203. HeLa Hsp70 promoter luciferase reporter, luminescence; scaled: vehicle 0, proteasome-inhibitor control 100%. 0.04% of 200,000 active;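 active means activation above the mean across all tested compounds plus 3 SD, cutoff set per campaign, cut at about 5.5% in these data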;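 further: 100% = MG132 at 30 µM as the positive control and 0% = DMSO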
STAT1 activator: activators of IFN-gamma induced STAT1 signaling; NIH 3T3 STAT1-luciferase reporter, luminescence; 100% = IFN-gamma alone, no compound; activation (% of control), % at 5.5 µM; 2.6% of 200,000 active;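 active means activation above the screen-wide mean activation plus 3 SD, cut at about 130% in these data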;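 further: raw ratio to IFN-gamma control signal so 100% means no change and 0% no light; values of inactives mirror those of a sister screen read the other way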
APP 5UTR inh: APP translation inhibition. SH-SY5Y APP 5'UTR-luciferase reporter, luminescence. inhibition, % at 2 µM. 0.82% of 190,000 active. AID 1285;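 active means inhibition above a set limit, derived from the sample mean plus 3 SD, cut at about 45% in these data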; further: values of inactives mirror those of a sister screen read the other way
STAT3 act: activators of IL-6 induced STAT3 signaling; activation (% of control), % at 5.6 µM; 0.91% of 190,000 active; U3A cells, IL-6 STAT3-luciferase reporter, luminescence; 100% = signal with IL-6 EC80 alone;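 active means activation above the screen-wide mean of compound activation plus 3 SD, cut at about 130% in these data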;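 further: 0% = background luminescence of wells with medium and substrate only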
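Material: STAT3-luciferase reporter U3A cells. Controls: IL-6-treated wells, 100% activation. Read-out: % activation versus median of IL-6-stimulated wells. Probe or stimulus: IL-6 stimulus at 33 ng/mL final. Timing: compound 1 h, then IL-6 6 h at 37 °C. Signal: reporter luminescence signal.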
FLuc inh counter: Photinus pyralis luciferase inhibition counter-screen; AID 1006; inhibition, % at 10 µM; 1.5% of 200,000 active; ATPLite firefly luciferase biochemical luminescence, 10 min; P08659;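 active means inhibition above about 50% when tested at 10 µM, limit read from the data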
Target sequence (P08659 whole entry, looked up): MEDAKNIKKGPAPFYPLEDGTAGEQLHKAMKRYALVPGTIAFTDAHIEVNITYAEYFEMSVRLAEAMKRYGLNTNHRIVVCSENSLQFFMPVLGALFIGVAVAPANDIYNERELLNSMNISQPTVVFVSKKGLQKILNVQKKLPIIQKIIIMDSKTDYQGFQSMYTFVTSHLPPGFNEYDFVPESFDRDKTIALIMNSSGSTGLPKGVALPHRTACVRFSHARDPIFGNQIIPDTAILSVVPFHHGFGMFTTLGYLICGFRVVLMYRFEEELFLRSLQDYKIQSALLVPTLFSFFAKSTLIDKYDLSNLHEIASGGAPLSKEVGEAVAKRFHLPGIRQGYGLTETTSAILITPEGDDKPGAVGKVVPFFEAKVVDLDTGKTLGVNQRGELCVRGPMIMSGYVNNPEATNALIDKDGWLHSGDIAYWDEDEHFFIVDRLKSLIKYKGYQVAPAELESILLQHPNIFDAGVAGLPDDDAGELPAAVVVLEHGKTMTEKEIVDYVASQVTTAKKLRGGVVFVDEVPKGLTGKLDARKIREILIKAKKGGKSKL
STAT3 blocker: inhibitors of IL-6 induced STAT3 signaling; 0.89% of 190,000 active; AID 862; U3A cells, IL-6 STAT3-luciferase reporter, luminescence; host cell line lacks STAT1; inhibition, % at 5.5 µM;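 active means inhibition above the mean inhibition across all screened compounds plus 3 SD, cut at about 44% in these data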;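 further: 0% = DMSO only wells and 100% = 100 µM nifuroxazide control wells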
NF-kB neuron act: compounds increasing NF-kB expression in human neuronal cells; NF-kB reporter expression; hits give high values; fold change at 12.5 µM; 1.6% of 190,000 active; in the data active means fold change above about 3.3
STAT1 inh: reduces IFN-gamma driven STAT1 reporter signal. inhibition, % at 5.5 µM. 0.35% of 200,000 active. NIH 3T3 STAT1-luciferase reporter, luminescence;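 active means inhibition above a set limit, the mean inhibition across all tested compounds plus 3 SD, cut at about 34% in these data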;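 further: 0% = IFN-gamma with DMSO and 100% = IFN-gamma with 300 µM nifuroxazide; values of inactives mirror those of a sister screen read the other way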
RAM inhibit: blocks the yeast RAM network. inhibition, % at 50 µM. S. cerevisiae dse1pr::URA3 reporter, 5-FOA growth OD615, 2 d; analog-sensitive cbk1-as2 kinase mutant strain. 1.8% of 190,000 active. AID 868;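 active means inhibition above a set limit, 3 SD over mean compound inhibition, cut at about 8.4% in these data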;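 further: 0% = DMSO-only wells with no growth and 100% = 10 µM 1-NA-PP1 full growth; inhibition rescues growth on 5-FOA so higher OD means more RAM inhibition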
APP 5'UTR act: APP 5'UTR luciferase reporter activation; activation, % at 2 µM; SH-SY5Y APP 5'UTR luciferase reporter, luminescence; zero percent = DMSO vehicle wells; 1% of 190,000 active;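 active means activation above a set limit, based on mean plus 3 SD of controls, cut at about 140% in these data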; further: values of inactives mirror those of a sister screen read the other way
Numbers without * were called inactive.

Results for CC1(C)CCCC2=C1CC1C(=O)N(O)C(=O)C1C2 (configuration not stated) ?
Hsp70 activator: -0.4; STAT1 activator: 90; APP 5UTR inh: -6; STAT3 act: 103; FLuc inh counter: -5; STAT3 blocker: -3; NF-kB neuron act: 0.99; STAT1 inh: 11; RAM inhibit: 0.1; APP 5'UTR act: 6

What do the screens show for `CC(CC(=O)Nc1ccncc1)c1ccccc1` (configuration not stated)?
Hsp70 activator: -0.4; STAT1 activator: 100; APP 5UTR inh: -9; STAT3 act: 91; FLuc inh counter: -3; STAT3 blocker: 17; NF-kB neuron act: 1.1; STAT1 inh: 0; RAM inhibit: 0.5; APP 5'UTR act: 9

Results for CC(Sc1nnc(-c2cccs2)n1-c1ccccc1)C(=O)NCc1ccco1 (configuration not stated) ?
Hsp70 activator: -0.1; STAT1 activator: 105; APP 5UTR inh: -6; STAT3 act: 96; FLuc inh counter: -9; STAT3 blocker: 8; NF-kB neuron act: 1.2; STAT1 inh: -6; RAM inhibit: 0.0; APP 5'UTR act: 6

What do the screens show for `O=S(=O)(NCCSc1ccccn1)c1ccc(Br)cc1`?
Hsp70 activator: -0.2; STAT1 activator: 104; APP 5UTR inh: -11; STAT3 act: 101; FLuc inh counter: -4; STAT3 blocker: 2; NF-kB neuron act: 1.1; STAT1 inh: -6; RAM inhibit: 0.2; APP 5'UTR act: 11

Results for COc1ccc(C(=O)N(CN2CCCC2=O)c2ccc(C)cc2)cc1 ?
Hsp70 activator: 0.1; STAT1 activator: 81; APP 5UTR inh: 5; STAT3 act: 96; FLuc inh counter: -3; STAT3 blocker: 9; NF-kB neuron act: 0.85; STAT1 inh: 21; RAM inhibit: 0.7; APP 5'UTR act: -5

What do the screens show for `Cc1cc(C)n(/N=C/c2c[nH]c3ccccc23)c(=O)c1C#N`?
Hsp70 activator: -0.1; STAT1 activator: 108; APP 5UTR inh: -18; STAT3 act: 77; FLuc inh counter: 1; STAT3 blocker: 28; NF-kB neuron act: 0.79; STAT1 inh: -9; RAM inhibit: 0.3; APP 5'UTR act: 18

How did O=S(=O)(c1ccccc1F)N1CCN(C(=S)NCc2ccccc2)CC1 do in these assays?
Hsp70 activator: -0.1; STAT1 activator: 100; APP 5UTR inh: 5; STAT3 act: 99; FLuc inh counter: -6; STAT3 blocker: 2; NF-kB neuron act: 1.2; STAT1 inh: 0; RAM inhibit: 2.1; APP 5'UTR act: -5

Results for O=C1C(Cc2c[nH]c3ccccc23)NC(=S)N1C1CCCCC1 (configuration not stated) ?
Hsp70 activator: -0.3; STAT1 activator: 101; APP 5UTR inh: -4; STAT3 act: 99; FLuc inh counter: 0; STAT3 blocker: 3; NF-kB neuron act: 0.94; STAT1 inh: -3; RAM inhibit: -0.2; APP 5'UTR act: 4

What do the screens show for `CN(C)CCNc1ccc(Cl)cc1[N+](=O)[O-]`?
Hsp70 activator: -0.7; STAT1 activator: 99; APP 5UTR inh: -8; STAT3 act: 93; FLuc inh counter: -5; STAT3 blocker: 12; NF-kB neuron act: 1.3; STAT1 inh: 1; RAM inhibit: 0.8; APP 5'UTR act: 8

Results for Cc1ccccc1-c1nn(-c2ccc(F)cc2F)cc1CNCC(C)O (configuration not stated) ?
Hsp70 activator: -0.1; STAT1 activator: 97; APP 5UTR inh: 12; STAT3 act: 111; FLuc inh counter: -6; STAT3 blocker: -6; NF-kB neuron act: 0.98; STAT1 inh: 4; RAM inhibit: 0.8; APP 5'UTR act: -12

What do the screens show for `O=C(NCc1ccccn1)C(=O)NN=C1CCCCCCC1`?
Hsp70 activator: 0.0; STAT1 activator: 105; APP 5UTR inh: -2; STAT3 act: 99; FLuc inh counter: 1; STAT3 blocker: 2; NF-kB neuron act: 0.99; STAT1 inh: -6; RAM inhibit: 1.2; APP 5'UTR act: 2

What do the screens show for `C/C(Cl)=C/CN1C(=O)C2C3C=CC(C3)C2C1=O` (configuration not stated)?
Hsp70 activator: -0.1; STAT1 activator: 100; APP 5UTR inh: 14; STAT3 act: 101; FLuc inh counter: -5; STAT3 blocker: 2; NF-kB neuron act: 1.1; STAT1 inh: 1; RAM inhibit: 1.3; APP 5'UTR act: -14

Results for C=CCNc1c2c(nc3nnnn13)CCCC2 ?
Hsp70 activator: -0.4; STAT1 activator: 103; APP 5UTR inh: 6; STAT3 act: 96; FLuc inh counter: -6; STAT3 blocker: 12; NF-kB neuron act: 1.2; STAT1 inh: -3; RAM inhibit: 0.1; APP 5'UTR act: -7

What do the screens show for `O=C(c1ccc(CSc2ccccc2)cc1)N1CCCCCC1`?
Hsp70 activator: -0.2; STAT1 activator: 124; APP 5UTR inh: -28; STAT3 act: 118; FLuc inh counter: -3; STAT3 blocker: -15; NF-kB neuron act: 1.8; STAT1 inh: -27; RAM inhibit: -0.8; APP 5'UTR act: 28

How did Cc1cccc(C)c1OCC(=O)Nc1ccccc1C(F)(F)F do in these assays?
Hsp70 activator: -0.2; STAT1 activator: 101; APP 5UTR inh: -5; STAT3 act: 105; FLuc inh counter: -4; STAT3 blocker: -2; NF-kB neuron act: 1.5; STAT1 inh: -5; RAM inhibit: -0.1; APP 5'UTR act: 5

Results for Cc1nn(C(=O)CCCn2cc([N+](=O)[O-])cn2)c(C)c1Cl ?
Hsp70 activator: -0.2; STAT1 activator: 91; APP 5UTR inh: 0; STAT3 act: 99; FLuc inh counter: -6; STAT3 blocker: 11; NF-kB neuron act: 1; STAT1 inh: 8; RAM inhibit: 0.0; APP 5'UTR act: 0

How did CC1CN(C(=O)C(C)N2C(=O)c3ccccc3C2=O)CC(C)O1 (configuration not stated) do in these assays?
Hsp70 activator: -0.3; STAT1 activator: 96; APP 5UTR inh: -10; STAT3 act: 96; FLuc inh counter: -6; STAT3 blocker: 11; NF-kB neuron act: 1; STAT1 inh: 6; RAM inhibit: 0.8; APP 5'UTR act: 10

How did O=C(CCn1nnc2ccccc21)Nc1nnc(COc2ccc(F)cc2)s1 do in these assays?
Hsp70 activator: -0.2; STAT1 activator: 98; APP 5UTR inh: 26; STAT3 act: 96; FLuc inh counter: -4; STAT3 blocker: 7; NF-kB neuron act: 1.2; STAT1 inh: 2; RAM inhibit: 0.7; APP 5'UTR act: -26

Results for COc1cc(/C=N/NC(=O)c2ccc([N+](=O)[O-])cc2Cl)cc(Br)c1O ?
Hsp70 activator: -0.5; STAT1 activator: 93; APP 5UTR inh: -2; STAT3 act: 81; FLuc inh counter: -1; STAT3 blocker: 25; NF-kB neuron act: 1.1; STAT1 inh: 8; RAM inhibit: 4.4; APP 5'UTR act: 1

How did N#Cc1cc(-c2ccccc2)cn(Cc2c(Cl)cccc2Cl)c1=O do in these assays?
Hsp70 activator: 0.0; STAT1 activator: 100; STAT3 act: 103; FLuc inh counter: -9; STAT3 blocker: 2; NF-kB neuron act: 0.9; STAT1 inh: 1; RAM inhibit: 3.9

Gathered by group, those above containing bromine (2)
What do the screens show for `O=S(=O)(NCCSc1ccccn1)c1ccc(Br)cc1`?
Hsp70 activator: -0.2; STAT1 activator: 104; APP 5UTR inh: -11; STAT3 act: 101; FLuc inh counter: -4; STAT3 blocker: 2; NF-kB neuron act: 1.1; STAT1 inh: -6; RAM inhibit: 0.2; APP 5'UTR act: 11

Results for COc1cc(/C=N/NC(=O)c2ccc([N+](=O)[O-])cc2Cl)cc(Br)c1O ?
Hsp70 activator: -0.5; STAT1 activator: 93; APP 5UTR inh: -2; STAT3 act: 81; FLuc inh counter: -1; STAT3 blocker: 25; NF-kB neuron act: 1.1; STAT1 inh: 8; RAM inhibit: 4.4; APP 5'UTR act: 1

Next structures:
What do the screens show for `O=C(NCCCN1CCCC1=O)c1cccnc1`?
Hsp70 activator: -0.1; STAT1 activator: 97; APP 5UTR inh: -6; STAT3 act: 102; FLuc inh counter: -1; STAT3 blocker: 1; NF-kB neuron act: 1.2; STAT1 inh: 4; RAM inhibit: 0.4; APP 5'UTR act: 6

How did O=C(Cn1cnc2cc([N+](=O)[O-])ccc2c1=O)Nc1ccc2c(c1)OCO2 do in these assays?
Hsp70 activator: -0.2; STAT1 activator: 95; APP 5UTR inh: -6; STAT3 act: 97; FLuc inh counter: -5; STAT3 blocker: 10; NF-kB neuron act: 1.1; STAT1 inh: 5; RAM inhibit: 2.0; APP 5'UTR act: 7

What do the screens show for `O=C(c1ccco1)N1CCN(c2cccc(Cl)c2)CC1`?
Hsp70 activator: -0.4; STAT1 activator: 106; APP 5UTR inh: -22; STAT3 act: 98; FLuc inh counter: -2; STAT3 blocker: 7; NF-kB neuron act: 1.4; STAT1 inh: -6; RAM inhibit: 0.5; APP 5'UTR act: 22

Results for CCN(C(=O)COC(=O)c1cc(-c2ccc(C)o2)nc2ccccc12)C1CCS(=O)(=O)C1 (configuration not stated) ?
Hsp70 activator: -0.2; STAT1 activator: 108; APP 5UTR inh: 3; STAT3 act: 82; FLuc inh counter: 20; STAT3 blocker: 26; NF-kB neuron act: 0.9; STAT1 inh: -11; RAM inhibit: 2.1; APP 5'UTR act: -3

How did c1ccc2c(c1)OCC(CNc1ncnc3nc[nH]c13)O2 (configuration not stated) do in these assays?
Hsp70 activator: -0.2; STAT1 activator: 104; APP 5UTR inh: -1; STAT3 act: 91; FLuc inh counter: -5; STAT3 blocker: 12; NF-kB neuron act: 0.97; STAT1 inh: -3; RAM inhibit: -0.5; APP 5'UTR act: 1

How did COc1ccc(NC(=S)Nc2cccc(Cl)c2Cl)cc1OC do in these assays?
Hsp70 activator: 0.1; STAT1 activator: 92; APP 5UTR inh: -4; STAT3 act: 89; FLuc inh counter: -6; STAT3 blocker: 19; NF-kB neuron act: 1.3; STAT1 inh: 7; RAM inhibit: 2.0; APP 5'UTR act: 4

How did Cc1ccccc1-c1nc(CS(=O)(=O)CC(=O)NCCCN2CCCC2=O)c(C)o1 do in these assays?
Hsp70 activator: -0.3; STAT1 activator: 91; APP 5UTR inh: 0; STAT3 act: 99; FLuc inh counter: -6; STAT3 blocker: 2; NF-kB neuron act: 1; STAT1 inh: 10; RAM inhibit: -0.2; APP 5'UTR act: 0

Results for COc1ccc(-n2nc(C(=O)NCC(=O)NCC3CCCO3)c3ccccc3c2=O)cc1 (configuration not stated) ?
Hsp70 activator: 0.0; STAT1 activator: 102; APP 5UTR inh: -5; STAT3 act: 95; FLuc inh counter: 1; STAT3 blocker: 10; NF-kB neuron act: 0.96; STAT1 inh: -2; RAM inhibit: -0.8; APP 5'UTR act: 5

Results for CCNC(=S)N/N=C(\C)c1ccco1 ?
Hsp70 activator: -0.3; STAT1 activator: 102; APP 5UTR inh: -9; STAT3 act: 101; FLuc inh counter: 0; STAT3 blocker: 5; NF-kB neuron act: 1; STAT1 inh: -4; RAM inhibit: 0.2; APP 5'UTR act: 9

How did Cc1[nH][nH]c(=O)c1C(c1ccc(-c2ccc(Cl)cc2)o1)c1c(C)[nH][nH]c1=O do in these assays?
Hsp70 activator: 0.0; STAT1 activator: 111; APP 5UTR inh: 6; STAT3 act: 105; FLuc inh counter: -6; STAT3 blocker: -6; NF-kB neuron act: 0.86; STAT1 inh: -12; RAM inhibit: -0.9; APP 5'UTR act: -6

What do the screens show for `Nc1ccc(S(=O)(=O)Nc2nccc(/C=C/c3ccccc3F)n2)cc1`?
Hsp70 activator: -0.3; STAT1 activator: 76; APP 5UTR inh: 6; STAT3 act: 99; FLuc inh counter: -7; STAT3 blocker: 2; NF-kB neuron act: 1.1; STAT1 inh: 24; RAM inhibit: 4.9; APP 5'UTR act: -6
